# MCF10A rereplic: induces DNA re-replication in MCF 10a normal breast cells | MCF 10A DNA re-replication, Hoechst nuclear intensity, 48 h | Potency, µM (series often up to 46.1 µM), for inactives: at the highest dose activity, positive = re-replication, usual class: activators | 350,000 compounds, 2.9% hits; further: % of control where 0% means no effect; nearly all actives have a fitted effect of over 50% in size
# EPAC2 antagonist: blocks human EPAC2 exchange factor. EPAC2 GEF exchange of Rap1B-BODIPY-GDP, fluorescence. 360,000 compounds, 0.18% hits. Q8WZA2. Potency, µM (highest dose often 114 µM), for inactives: at the top dose activity, negative = inhibition, hits mostly inhibitors; further: on the % scale 0 is the no-effect control and ±100 the full control effect; nearly all actives have a fitted effect of over 45% in size; many of its hits are not listed in these tables
# Target sequence (Q8WZA2 whole entry, looked up): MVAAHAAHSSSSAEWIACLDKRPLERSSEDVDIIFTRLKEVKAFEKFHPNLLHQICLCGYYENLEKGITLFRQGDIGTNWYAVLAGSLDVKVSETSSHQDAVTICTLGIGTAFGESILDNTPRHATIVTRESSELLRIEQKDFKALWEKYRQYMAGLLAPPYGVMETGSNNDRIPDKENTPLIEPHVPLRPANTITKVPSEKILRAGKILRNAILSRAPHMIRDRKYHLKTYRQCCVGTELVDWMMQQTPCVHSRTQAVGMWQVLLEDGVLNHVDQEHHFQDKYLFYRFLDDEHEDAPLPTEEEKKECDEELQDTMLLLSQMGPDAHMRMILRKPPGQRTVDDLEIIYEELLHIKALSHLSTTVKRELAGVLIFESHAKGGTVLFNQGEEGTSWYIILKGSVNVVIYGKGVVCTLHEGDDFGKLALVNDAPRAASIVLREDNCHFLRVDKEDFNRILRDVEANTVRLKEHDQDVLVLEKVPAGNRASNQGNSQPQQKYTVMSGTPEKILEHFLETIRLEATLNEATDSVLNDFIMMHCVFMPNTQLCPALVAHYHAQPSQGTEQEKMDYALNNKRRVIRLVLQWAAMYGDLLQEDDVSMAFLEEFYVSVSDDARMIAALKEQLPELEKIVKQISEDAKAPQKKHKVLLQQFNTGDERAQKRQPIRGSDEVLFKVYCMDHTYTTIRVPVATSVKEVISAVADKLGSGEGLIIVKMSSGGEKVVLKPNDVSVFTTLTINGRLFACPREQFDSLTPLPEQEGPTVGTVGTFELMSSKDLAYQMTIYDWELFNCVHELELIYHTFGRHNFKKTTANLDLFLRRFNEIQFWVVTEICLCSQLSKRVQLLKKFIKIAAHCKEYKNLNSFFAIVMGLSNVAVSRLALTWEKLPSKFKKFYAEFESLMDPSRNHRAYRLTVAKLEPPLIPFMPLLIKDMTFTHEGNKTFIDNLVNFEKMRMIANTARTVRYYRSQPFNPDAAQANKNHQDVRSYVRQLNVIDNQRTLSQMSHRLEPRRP
# Nrf2 ARE act: activators of Nrf2 (ARE) signaling; AID 624171; Potency, µM (doses to about 46.1 µM), without a hit: top-dose activation, hits mostly activators; AREc32 ARE-luciferase reporter (MCF7-derived line), luminescence, 24 h; 410,000 compounds, 0.31% hits; further: % of control where 0% means no effect; nearly all actives have a fitted effect of over 65% in size
#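 Luciferase luminescence (Steady-Glo, 30 min at room temperature) served as the read-out of ARE activation in AREc32 cells treated with compounds for 24 hr at 37 deg C.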
# Nrf2 inh: blocks Nrf2 signaling. A549 ARE-Fluc reporter, luciferase luminescence, 18-24 h. Potency, µM (top dose mostly 46 µM), without a hit: at the top dose activity change, negative = inhibition, hits mostly inhibitors. AID 504444. 360,000 compounds, 2.1% hits; further: on the % scale 0 is the no-effect control and ±100 the full control effect; nearly all actives have a fitted effect of over 60% in size
#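 Concentration-response testing used A549 ARE_Fluc cells at 5000 cells/well. Following an 18-24 h compound incubation, viability was read by fluorescence (Ex 405/Em 525) and luciferase output by luminescence.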
# HepG2 tox: HepG2 cytotoxicity, counter-screen for TGF-b inhibitors; HepG2 CAGA-GFP viability, ATP luminescence, 18 h; 410,000 compounds, 0.76% hits; Potency, µM (top dose mostly 46.1 µM), for the others: at the top dose activity change, negative = cytotoxicity, hits mostly cytotoxic; further: some results filed as inactive show a strong effect at the top dose
#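 CellTiter-Glo luminescence gave cytotoxicity after 18 hours at 37 degrees C. The cells were HepG2 CAGA-GFP in 1% FBS DMEM, stimulated with 500 pg/mL TGF-beta after compound addition. %Activity was normalised to no-cell wells (complete cell-killing) and DMSO (no toxicity), and curves were fitted and classified.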
# TGFb SMAD3 inh: TGF-b pathway inhibition | 410,000 compounds, 1.2% hits | HepG2 CAGA-GFP TGF-b/SMAD3 reporter, GFP fluorescence, 18 h; TGF-beta stimulated, 500 pg/mL final | AID 588855 | Potency, µM (series often up to 46.1 µM), without a hit: at the top dose activity, negative = inhibition, usual class: inhibitors; further: on the % scale 0 is the no-effect control and ±100 the full control effect; nearly all actives have a fitted effect of over 65% in size
#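 First, reporter cells (HEPG2 CAGA-GFP) rested 2 h at 37 degrees C. Next, compounds were pinned in and TGF-beta added to 500 pg/mL final. After 18 h, GFP was imaged per cell and summed per well.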
# ATXN viability: viability counter-screen for ATXN expression inhibitors; S2 cells (HEK-293 line with an ATXN2-luciferase reporter) viability, CellTiter-Fluor protease fluorescence, 24 h; Potency, µM (titrated, usually from 56.7 µM), usual class: cytotoxic; 400,000 compounds, 0.49% hits; AID 651635; further: nearly all actives have a fitted effect of over 40% in size
# A549 viability: A549 cytotoxicity, counter-screen for Nrf2 inhibitors | A549 ARE-Fluc cells, CellTiter-Fluor viability, 18-24 h | Potency, µM (series often up to 46 µM), inactives show top-dose activity change, negative = cytotoxicity, usual class: inhibitors | 390,000 compounds, 0.16% hits; further: on the % scale 0 is the no-effect control and ±100 the full control effect
#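 Cytotoxicity counterscreen: CellTiter-Fluor fluorescence was measured in A549 ARE_Fluc cells after 18-24 h of compound exposure in a concentration series. The subsequent BugLite luminescent read reports ARE-luciferase activity.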
# ATXN2 expr inh: inhibitors of ATXN2 expression | HEK-293 ATXN2-luciferase reporter, luminescence, 24 h | Potency, µM (series often up to 57 µM), for inactives: at the top dose activity change, negative = inhibition, usual class: inhibitors | 360,000 compounds, 0.72% hits; further: on the % scale 0 is the no-effect control and ±100 the full control effect; nearly all actives have a fitted effect of over 55% in size
#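 ATXN2-luciferase reporter cells (luciferase flanked by upstream and downstream ATXN2 gene portions) were treated 24 h at 37 °C with compounds at up to 57 uM. SteadyGlo luminescence gave expression; GF-AFC fluorescence gave viability.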
# * marks the source's active call; other numbers are inactive results; i = inactive; ? = inconclusive; / = no result given; [ ] = remark or other dose. The call rests on the fitted dose curve; in most records, active means well fitted curve in the direction sought with a large enough effect; inconclusive means small, poorly fitted or top-dose-only effect, or another doubt; inactive means no such curve, though single readings can be large; an effect the other way counts as inactive or inconclusive. Potency means the concentration at half of the fitted maximal effect.
1. Cc1cccc2cc(CN(Cc3nnnn3C3CCCC3)C3CCCCC3)c(=O)[nH]c12
2. CC(C(=O)Nc1ccccc1F)N1C(=O)c2ccccc2C1=O (configuration not stated)
3. Cc1cccc(S(=O)(=O)NC(=O)C2(C)CCN2C(=O)Cc2ccc(C(C)(C)C)cc2)c1 (configuration not stated)
4. COc1cc(S(=O)(=O)NCC2CCCO2)c(OC)cc1Cl (configuration not stated)
5. Cc1ccc(C)c(C(=O)CN2C3=NCCCN3c3ccccc32)c1
6. O=C(CSc1nnc2ccccn12)Nc1ccccc1C(=O)O
7. O=C(NCCN1CCOCC1)c1cccs1
8. COc1ccc(NC(=S)N2CCc3cc(OC)c(OC)cc3C2)cc1
assay / compound,1,2,3,4,5,6,7,8
MCF10A rereplic,?,2%,/,?,?,-4%,1%,28%
EPAC2 antagonist,14%,-3%,4%,-4%,9%,10%,14%,-9%
Nrf2 ARE act,5.6%,-0.2%,0.4%,1.2%,0.2%,0.1%[9.22 µM],2.3%,0.7%
Nrf2 inh,?,-7%,/,/,16%,-10%,-4%,-35%
HepG2 tox,-4%,-5%,-14%,-3%,-50%,0%,-3%,-15%
TGFb SMAD3 inh,-1%,1%,0%,-23%,-13%,-1%,-7%,-12%
ATXN viability,i,i,i,i,i,i,i,i
A549 viability,?,-6%,/,10%,-5%,1%,-2%,-2%
ATXN2 expr inh,-17%,-4%,-3%,3%,-33%,2%,8%,-36%

9. CCCCC(O)(CCCC)C(=O)NN(C(=O)OC)c1ccc(C)cc1
10. Cc1nc(C(=O)N2CCC(C)(C(=O)NS(=O)(=O)C3CC3)C2)c(C)o1 (configuration not stated)
11. OCCCNc1ncnc2c1cnn2-c1ccc(Cl)cc1
12. Cc1cccc(Cn2c(N3CCCCC3C)nc3c2c(=O)[nH]c(=O)n3C)c1 (configuration not stated)
13. Cc1cnc(C(=O)OCc2csc(CC(=O)Nc3ccccc3C)n2)cn1
14. Cc1ccc(NC(=O)Nc2cc(S(=O)(=O)N(C)C)ccc2C)cc1
15. CC1CCCN(C(=O)c2sc3cc([N+](=O)[O-])ccc3c2Cl)C1 (configuration not stated)
16. COc1ccc(CCNC(=S)NC(=O)c2cccc([N+](=O)[O-])c2)cc1OC
assay / compound,9,10,11,12,13,14,15,16
MCF10A rereplic,-2%,/,17%,2%,9%,134%[9.22 µM],4%,1%
EPAC2 antagonist,-3%,3%,-8%,-18%,0%,-1%,-8%,-1%
Nrf2 ARE act,-0.1%,-0.2%[9.22 µM],-0.3%,-0.8%,0.4%,3.1%,3.1%,0.3%
Nrf2 inh,-3%,/,?,-2%,11%,0%,-18%,-28%
HepG2 tox,-22%,10%,-11%,-23%,-10%,-23%,-14%,-15%
TGFb SMAD3 inh,22%,7%,2%,-9%,-5%,-30%,?,-1%
ATXN viability,i,i,i,?,i,i,i,i
A549 viability,-5%,/,0%,-9%,5%,-1%,3%,-7%
ATXN2 expr inh,1%,13%,/,-22%,-11%,5%,10%,2%

17. CC(=O)N1CCN(CC(=O)Nc2ccc(Cl)c(S(=O)(=O)N(C)C)c2)CC1
18. COc1ccccc1N1CCN(C(=O)c2ccc([N+](=O)[O-])s2)CC1
19. Cc1ccc(OCCCC(=O)Nc2nc3ccccc3[nH]2)cc1
20. CC(C)CNC(=O)C1(C)CCCN1C(=O)c1cccnc1Oc1ccccc1 (configuration not stated)
21. O=C(CN(C(=O)CCC(=O)Nc1ccccn1)c1ccc2c(c1)OCCO2)NCCc1ccccc1
22. COc1ccc(C2NC(=O)N(C)C3=C2C(=O)N(c2ccc(F)cc2)C3)cc1 (configuration not stated)
23. Cc1onc(-c2ccccc2Cl)c1C(=O)Nc1ccc2c(c1)OCO2
24. COc1cccc(N=Cc2c(O)c3ccccc3oc2=O)c1
assay / compound,17,18,19,20,21,22,23,24
MCF10A rereplic,-2%,-5%,3%,/,-13%,/,-5%,0%
EPAC2 antagonist,-5%,-3%,-1%,-18%,11%,/,9%,3%
Nrf2 ARE act,0.1%,-0.5%,-0.7%,-0.4%[9.22 µM],2.6%,-0.1%,-0.2%,3.6%
Nrf2 inh,?,-24%,10%,/,17%,/,14%,?
HepG2 tox,-2%,-41%,-13%,-15%,10%,-3%,-5%,-63%
TGFb SMAD3 inh,1%,0%,12%,9%,40%[activator],1%,-26%,5%
ATXN viability,i,i,i,i,i,?,i,i
A549 viability,1%,-1%,-3%,/,-2%,-3%,-6%,-9%
ATXN2 expr inh,4%,-13%,-17%,0%,2%,-7%,5%,-6%

25. Cc1cc(NC(=O)Nc2cccc(C)c2C)no1
26. Nc1ccc(-c2nc3ncccc3o2)c(Cl)c1
27. O=C(NC(=S)Nc1cccc([N+](=O)[O-])c1)C1CCCC1
28. Cc1ccc2sc(N3CCN(C(=O)C4=COCCO4)CC3)nc2c1C
29. COc1cc(-c2nnc(SCC(=O)Nc3cccc(C#N)c3)o2)cc(OC)c1OC
30. COCCNC(=O)c1cc2c(-c3ccc(Cl)cc3)nn(C)c2s1
31. O=C(Cc1c[nH]c2ccccc12)NC1(C(=O)NC2CCCCC2)CCCCC1
32. O=C(Oc1ccccc1N1C(=O)C2CCCCC2C1=O)c1ccc(Cl)cc1 (configuration not stated)
assay / compound,25,26,27,28,29,30,31,32
MCF10A rereplic,-1%,12%,0%,0%,/,6%,0%,5%
EPAC2 antagonist,-15%,1%,-12%,-7%,/,-15%,-3%,-5%[57.1 µM]
Nrf2 ARE act,-0.1%,5.0%,3.8%,2.9%,0.4%,26%,0.4%,-0.6%
Nrf2 inh,17%,4%,-5%,-1%,19%,-25%,2%,4.6µM*
HepG2 tox,7%,-16%,-10%,-21%,-21%,-9%,-2%,-10%
TGFb SMAD3 inh,3%,11%,-13%,3%,-1%,-4%,0%,-5%
ATXN viability,i,i,i,i,i,i,i,i
A549 viability,11%,12%,4%,-7%,-7%,0%,-4%,-3%
ATXN2 expr inh,-5%,42%,3%,-7%,-1%,-12%,-13%,1%

33. Cc1c(Cl)cccc1NC(=O)CCN1CCOCC1
34. COc1cc(C(C)=O)ccc1OCC(=O)NCC(c1ccc(F)cc1)N1CCOCC1 (configuration not stated)
35. NCC(c1ccco1)c1c[nH]c2ccccc12 (configuration not stated)
36. O=C(Nc1ccc(OCCO)cc1)c1csc([C@@H]2C[C@H](O)[C@@H](CO)O2)n1
37. O=c1[nH]c(=S)[nH]c2c1[C@H](CCc1cccc(Cl)c1)O[C@H](C1CC1)C2
38. COc1ccc(NS(=O)(=O)c2ccc(NC(=S)NC(=O)c3cccnc3)cc2)nn1
39. CN(CC(=O)Nc1ccccc1C(=O)NC1CC1)Cc1ccc(N(C)C)cc1
40. CS(=O)(=O)c1ccc2nc(NC(=O)c3ccc(NS(=O)(=O)c4ccc(F)c(F)c4)cc3)sc2c1
assay / compound,33,34,35,36,37,38,39,40
MCF10A rereplic,-3%,3%,?,/,/,-1%,-1%,?
EPAC2 antagonist,2%,-1%,3%,-2%,-2%,8%,0%,4%
Nrf2 ARE act,0.3%,-0.6%,3.1%,-1.0%,0.0%,0.0%,-0.1%,0.5%
Nrf2 inh,0%,3%,3%,/,/,?,15%,-4%
HepG2 tox,6%,3%,-31%,5%,/,-6%,-13%,-1%
TGFb SMAD3 inh,8%,0%,3%,6%,/,16%,18%,?
ATXN viability,?,i,?,i,?,?,i,i
A549 viability,-1%,1%,-1%,/,/,-2%,0%,0%
ATXN2 expr inh,9%,20%,23%,19%,7%,-19%,0%,/

# Rewritten with two lines to a compound: entries from further up.
# Values in the order – MCF10A rereplic, EPAC2 antagonist, Nrf2 ARE act, Nrf2 inh, HepG2 tox, TGFb SMAD3 inh, ATXN viability, A549 viability, ATXN2 expr inh
34: COc1cc(C(C)=O)ccc1OCC(=O)NCC(c1ccc(F)cc1)N1CCOCC1 (configuration not stated)
→ 3%, -1%, -0.6%, 3%, 3%, 0%, i, 1%, 20%
35: NCC(c1ccco1)c1c[nH]c2ccccc12 (configuration not stated)
→ ?, 3%, 3.1%, 3%, -31%, 3%, ?, -1%, 23%
36: O=C(Nc1ccc(OCCO)cc1)c1csc([C@@H]2C[C@H](O)[C@@H](CO)O2)n1
→ /, -2%, -1.0%, /, 5%, 6%, i, /, 19%
37: O=c1[nH]c(=S)[nH]c2c1[C@H](CCc1cccc(Cl)c1)O[C@H](C1CC1)C2
→ /, -2%, 0.0%, /, /, /, ?, /, 7%
38: COc1ccc(NS(=O)(=O)c2ccc(NC(=S)NC(=O)c3cccnc3)cc2)nn1
→ -1%, 8%, 0.0%, ?, -6%, 16%, ?, -2%, -19%

# The listing continues:
41. Cc1cc(C)c(-c2csc(NC(=O)C3=COCCO3)n2)c(C)c1
42. Cc1nn(C)c2c1c(-c1ccccc1)cc(=O)n2C(C)C(=O)NCc1ccc(F)cc1 (configuration not stated)
43. Nc1nonc1-n1nnc(C(=O)N/N=C/c2cccnc2)c1CSc1ccccc1
44. Cc1oc(-c2ccccc2Cl)nc1CN(Cc1ccccn1)C[C@@H]1CCC(=O)N1
45. CC(C)(C)c1cc(CCC(=O)NCc2cccnc2)cc(C(C)(C)C)c1O
46. CCOC(=O)c1c(CN2CCOCC2)oc2ccc(OC(C)=O)cc12
47. O=C(CSc1nc2ccsc2c(=O)n1Cc1ccccc1F)NCc1ccccc1Cl
48. CC(=O)Nc1ccc(S(=O)(=O)NCC2CCCO2)cc1 (configuration not stated)
assay / compound,41,42,43,44,45,46,47,48
MCF10A rereplic,?,/,1%,15%,9%,1%,/,1%
EPAC2 antagonist,-27%,/,11%,1%,-3%,9%,/,3%
Nrf2 ARE act,2.9%,0.4%,-0.9%,2.8%,0.3%,-0.3%,0.7%,-0.4%
Nrf2 inh,?,?,11%,-9%,2%,-10%,/,19%
HepG2 tox,-2%,4%,-17%,-17%,2%,8%,-1%,19%
TGFb SMAD3 inh,?,-2%,8%,-10%,-5%,17%,2%,-6%
ATXN viability,i,?,i,i,i,i,/,i
A549 viability,-12%,-1%,-3%,-1%,5%,-3%,-17%,-8%
ATXN2 expr inh,-7%,-7%,-15%,44%[activator],1%,-9%,/,5%

# Entries by screen from the list:
# Compounds 3–11 in MCF10A rereplic: /, ?, ?, -4%, 1%, 28%, -2%, /, 17%
# Compounds 3–11 in EPAC2 antagonist: 4%, -4%, 9%, 10%, 14%, -9%, -3%, 3%, -8%
# Compounds 3–11 in ATXN viability: i, i, i, i, i, i, i, i, i

# Only part of the results is shown, so the mix of outcomes need not match the whole.
